ROC1-CUL1 inh: blocks human RBX1-Cullin-1 di-ubiquitin formation; in vitro K48 di-Ub FRET, acceptor:donor ratio, 45 min; 140,000 compounds, 0.6% hits; inhibition, % at 10 µM; AID 1347404; in the data active = inhibition above about 25%
Target sequence (P62877 whole entry, looked up): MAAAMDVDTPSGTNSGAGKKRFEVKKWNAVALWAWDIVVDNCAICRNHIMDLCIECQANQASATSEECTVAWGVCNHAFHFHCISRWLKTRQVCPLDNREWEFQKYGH
Target sequence (Q13616 whole entry, looked up): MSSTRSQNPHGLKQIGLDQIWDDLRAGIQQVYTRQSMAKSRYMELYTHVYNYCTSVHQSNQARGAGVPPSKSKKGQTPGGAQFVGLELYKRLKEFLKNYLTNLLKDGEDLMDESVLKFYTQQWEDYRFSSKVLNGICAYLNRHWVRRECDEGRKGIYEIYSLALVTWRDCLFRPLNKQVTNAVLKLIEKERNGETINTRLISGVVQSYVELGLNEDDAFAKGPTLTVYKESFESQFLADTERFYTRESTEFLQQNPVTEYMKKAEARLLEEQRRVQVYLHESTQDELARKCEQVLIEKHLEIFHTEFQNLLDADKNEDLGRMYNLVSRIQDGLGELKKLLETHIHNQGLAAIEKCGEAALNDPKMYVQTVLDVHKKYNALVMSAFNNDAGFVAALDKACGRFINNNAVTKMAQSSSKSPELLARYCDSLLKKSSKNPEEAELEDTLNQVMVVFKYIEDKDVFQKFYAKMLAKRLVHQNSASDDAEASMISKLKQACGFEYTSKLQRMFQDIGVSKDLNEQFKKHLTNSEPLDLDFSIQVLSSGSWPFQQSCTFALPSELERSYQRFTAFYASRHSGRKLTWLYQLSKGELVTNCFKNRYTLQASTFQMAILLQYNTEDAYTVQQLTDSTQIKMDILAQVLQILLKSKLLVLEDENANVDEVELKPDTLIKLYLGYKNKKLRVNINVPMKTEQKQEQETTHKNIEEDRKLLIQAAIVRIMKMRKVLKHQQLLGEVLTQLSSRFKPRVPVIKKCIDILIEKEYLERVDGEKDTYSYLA
The depositor's hits bear a star.

canonical_smiles | ROC1-CUL1 inh
O=C1/C(=C/c2ccco2)SC(=S)N1c1ccccc1Br | -4.1
CN1C2CCC1/C(=C/c1cccn1C)C(=O)/C2=C\c1cccn1C | 25.4*
CC(C)(Oc1ccc(Cl)cc1)C(=O)NCc1cccnc1 | -3.7
CC(C)(C)c1cc(=O)n(-c2ccccc2)[nH]1 | 72.9*
CCc1ccc(N=C2S/C(=C/c3ccc(OC)c(Br)c3)C(=O)N2C)cc1 | -1.2
Cc1cc(C(=O)N2CCN(S(=O)(=O)c3cccs3)CC2)c(C)o1 | -14.0
Cc1cccc(N2CCN(C(=O)C3CCN(S(=O)(=O)c4cn(C)cn4)CC3)CC2)c1C | -8.5
CN(c1ccccc1)c1cccc(N)n1 | 10.3
Cc1cccc(NC(=O)CSc2nncn2C)c1 | 2.4
CCC(=O)N1CCc2cc(Br)cc(S(=O)(=O)N3CCC(C(=O)NC(C)(C)C)CC3)c21 | -10.0
CCC1CN(CCC(=O)NCc2ccc3c(c2)OCO3)Cc2cc(OC)ccc2O1 (stereo not drawn) | 1.8
O=S(=O)(NC(=S)c1ccccc1)c1ccccc1 | 7.5
Cc1cccc(C(=O)Nc2sc3c(c2C(=O)NCC2CCCO2)CCC3)c1 (stereo not drawn) | 4.0
COc1cc(NS(=O)(=O)c2ccc(NC(=O)CSc3nc4sc5c(c4c(=O)n3C)CCCC5)cc2)nc(OC)n1 | 0.2
O=C(NC1CC(=O)N(c2ccc(F)cc2)C1)c1ccco1 (stereo not drawn) | 3.5

Next section:
canonical_smiles | ROC1-CUL1 inh
CCOC(=O)c1noc2ncnc(NCc3ccccc3OC)c12 | 7.6
CCOC(=O)CSc1nc2sc3c(c2c(=O)n1Cc1ccccc1)CCC(C(C)(C)C)C3 (stereo not drawn) | -3.9
COc1ccc(/C=N/NC(=O)CC#N)cc1 | -3.9
O=C(CSc1nccn1Cc1ccc(F)cc1)Nc1ccc2c(c1)OCCO2 | -4.6
COc1ccc(C(=O)Nc2ccc(-c3nc4cc(Cl)ccc4o3)c(O)c2)cc1OC | 4.7
Cc1ccccc1-n1c(-c2ccccc2)c(-c2ccccc2)n(-c2ccccc2C)c1=S | -1.2
O=C(C1CCN(C2CCN(C(=O)C3CCCCCC3)CC2)CC1)N1CCOCC1 | -1.6
CCOc1ccc(/C=C/C(=O)SCc2ccco2)cc1 | 19.4
O=C(O)c1ccccc1C(=O)N1CCN(c2ccc(Cl)c(Cl)c2)CC1 | -3.9
Cc1ccc(Cl)cc1N1CCN(C(=O)c2cnn(C(C)(C)C)c2C2CCN(C(=O)OC(C)(C)C)CC2)CC1 | -8.9
COc1cc2c(cc1OC)C(=O)NCC(C)(C)O2 | -4.7
CCOC(=O)C1(Cc2cccc(OC)c2)CCCN(C)C1 (stereo not drawn) | 3.3
O=c1c2oc3ccccc3c2n(Cc2ccc(Cl)cc2)c(=O)n1Cc1ccc2c(c1)OCO2 | -1.9
COc1ccc(Cl)cc1C(=O)Nc1nnc(C(F)(F)F)s1 | 1.3
Cc1cc(CN(C)CC2CCCN(CCc3ccc(F)cc3)C2)n[nH]1 (stereo not drawn) | -6.4

The list continues.
canonical_smiles | ROC1-CUL1 inh
CCc1ccccc1NC(=O)C1CCN(S(=O)(=O)c2ccc3[nH]c(=O)ccc3c2)CC1 | -11.4
Cc1cccc(OCCNC(=S)NC(=O)c2cncc(Br)c2)c1 | 6.5
CCN(Cc1nc2ccccc2nc1C)CC1CCCN(CCc2cccc(OC)c2)C1 (stereo not drawn) | -4.5
C=CCSc1ccccc1C(=O)N1CCN(c2ccc(OC)cc2)CC1 | -4.3
COC(=O)c1ccc(N2NC(=O)/C(=C/c3ccc(-c4ccc(Cl)c(C(=O)O)c4)o3)C2=O)cc1 | 35.3*
Cc1ccccc1Cn1c(SCc2ccc(C(=O)NC3CCCCC3)cc2)nc2ccncc21 | -1.6
COC(=O)Nc1nc2ccccc2n1Cc1ccc(F)cc1 | 0.7
Nc1nc(NCc2cccc(Br)c2)nn1-c1ccccc1 | 0.0
Cc1cc(N2C(=O)NC(=O)/C(=C\c3ccc(OCC(=O)O)cc3)C2=O)ccc1Br | -14.1
COc1ccccc1CNc1ncnc2c1nnn2C | -10.7
O=C1N=C(/C=C/c2cn[nH]c2-c2ccc(Cl)cc2)C([N+](=O)[O-])C(=O)N1 (stereo not drawn) | 10.9
CC(C)(C)NC(=O)Cn1c(-c2nonc2N)nc2ccccc21 | 1.6
CCO/N=C(\C)C1C(=O)C=C(C(C)C)N(c2ccccc2)C1=O (stereo not drawn) | -6.6
CCOc1ccc(NC(=O)c2ccc3c(c2)CCN3S(=O)(=O)CC)cc1 | 0.0
CC(C)(C)c1nnc(NC(=O)C2CCCO2)s1 (stereo not drawn) | 1.7

Retrieved by structure from the entries so far (2):
canonical_smiles | ROC1-CUL1 inh
CCOc1ccc(NC(=O)c2ccc3c(c2)CCN3S(=O)(=O)CC)cc1 | 0.0
COc1ccccc1CNc1ncnc2c1nnn2C | -10.7

Other entries follow:
canonical_smiles | ROC1-CUL1 inh
CC(=O)OC1CCC2OC2CCC1OC(C)=O (stereo not drawn) | -10.5
CCOn1c(=O)c(=O)n(OCC)c2ccccc21 | 5.9
Fc1ccc(-c2noc3ncnc(NCCc4ccc(Cl)cc4)c23)cc1 | 8.8
COC(=O)c1c(NC(=O)CN(C)C)sc(C)c1-c1ccccc1 | -5.1
CC1(C)CC(=O)C2C(=NC3=C(C(=O)CC(C)(C)C3)C2c2ccc(C#N)cc2)C1 (stereo not drawn) | 4.9
O=C(NCCCc1ccccc1)c1ccc2c(c1)sc1nc(-c3ccc(F)cc3)cn12 | 9.0
O=C(c1c(F)c(F)c(F)c(F)c1F)N1CCN(c2ccccn2)CC1 | -4.8
Cc1ccc(-c2nc(C(=O)NCc3ccccc3Cl)c3n2CCCCC3)cc1 | 6.3
CCN1C(=O)c2ccccc2S(=O)c2ccc(C(=O)NCc3ccc(Cl)cc3)cc21 (stereo not drawn) | -1.8
O=C(CSc1nc2c(c(=O)[nH]1)CN(Cc1ccc3c(c1)OCO3)CC2)Nc1cc(F)ccc1F | 8.5
COC(=O)C(CC(C)C)Oc1ccc2c(C(F)(F)F)cc(=O)oc2c1 (stereo not drawn) | 5.4
O=C1OC(c2ccccc2)=NC1(Cc1ccc(Cl)cc1)Cc1ccc(Cl)cc1 | 1.4
Cc1ccc2oc(-c3cc(NC(=O)c4cccs4)cc(C)c3O)nc2c1 | -24.6
Cc1nnc(Sc2ccccc2)c(C#N)c1C | 2.9
C=CCN1C(=O)C2(OCCO2)c2cc(Cl)ccc21 | -4.6

Remaining list, next part:
compound	ROC1-CUL1 inh
Cc1ccc(/C=C/C(=O)Nc2ccc(Br)cc2F)o1	-4.9
COc1ccccc1C1NCCS1 (stereo not drawn)	33.1*
Fc1ccc(Nc2c(-c3ccco3)nc3ccccn23)cc1	5.1
COC(=O)c1ccc(NC(=O)C(=O)NCCc2csc3nc(-c4ccccc4F)nn23)cc1	2.4
CCCCN(CCCC)CC(=O)Nc1cc(N(C)C)nc2ccccc12	2.4
Cc1ccc(-n2c(COCC(=O)O)nc3cccnc32)cc1	4.2
Cn1ccnc1CNC(=O)C1(N2CCCCC2)Cc2ccccc2C1	-5.4
COc1ccc2c(nc(Cl)c3sc4ccccc4c32)c1OC	8.1
Cc1noc(Cn2c(=O)c3ccccc3n(CC(=O)Nc3cccc(Cl)c3C)c2=O)n1	-3.2
O=C(c1ccc(F)cc1)N1CCCSC1=Nc1ccccc1	1.5
C=CCn1c(Oc2ccc(F)cc2F)nc2c1c(=O)n(C)c(=O)n2C	9.6
COc1cc(Cl)c(S(=O)(=O)N2CCCC2)cc1Cl	4.3

Other entries follow:
compound	ROC1-CUL1 inh
Cc1cc(C)nc(NC(=O)CCSCCC(=O)Nc2cc(C)cc(C)n2)c1	1.4
CCc1ccc(NC(=O)N(Cc2cn(CC)c3ccccc23)C2CCCCC2)cc1	6.0
COc1ccc(CNC(=O)c2ccc(NC(=O)N3CC4CCCN4c4ccccc43)cc2)cc1 (stereo not drawn)	2.5
C=CCn1c(SCC(=O)c2ccc(Cl)cc2)nc2ccccc2c1=O	7.7
COc1cccc(-c2noc3c2CN(C(C)Cc2cccnc2)CC3)c1 (stereo not drawn)	-4.7
c1ccc(COc2ccc3ccccc3c2)cc1	10.8
O=C(NCC1CCCO1)c1cnc2sc3c(n2c1=O)CCCC3 (stereo not drawn)	7.2
COC(=O)Cc1ccc(NC(=S)N2CCN(Cc3ccccc3)CC2)cc1	7.5
C=CCN1C(=O)C(C=Nc2ccc3c(c2)c2ccccc2n3CC)C(=O)N(CCCC)C1=O (stereo not drawn)	4.7
C=C(C)Cn1c(SCC(=O)Nc2cc(C)ccc2OC)nc2sc3c(c2c1=O)CCC3	-4.3
COC(=O)COc1ccc(/C=N/NC(=O)c2cc3c(ccc4ccccc43)o2)cc1Br	-12.5
COC(=O)C1CCN(C(=O)c2c(-c3ccccc3Cl)noc2C)CC1	10.5

Carrying on.
compound	ROC1-CUL1 inh
CC1=C(c2ccccc2)N(c2ccccc2)C(=O)C(/C(C)=N\O)C1=O (stereo not drawn)	9.7
CCOC(=O)C1=C(C)OC(=N)C(C#N)C1c1cc(COc2c(OC)cccc2OC)c(C)cc1C (stereo not drawn)	1.0
COc1cc(NS(=O)(=O)c2ccc(Nc3ncc([N+](=O)[O-])cc3[N+](=O)[O-])cc2)ncn1	-3.8
CC(C)Nc1nc(Nc2ccc(OC(F)(F)Cl)cc2)nc(N2CCOCC2)n1	-8.3
O=C(Oc1ccc(Cl)cc1)c1cc(-c2ccc3c(c2)OCCO3)on1	5.4
CC(C)NC(=O)C1CCN(C2CCN(Cc3cccn3-c3ncccn3)CC2)CC1	7.4
CN1/C(=C2/SC(=S)N(CC(=O)O)C2=O)Sc2ccccc21	-0.8
O=C(Cn1ncn2c(cc3ccccc32)c1=O)NCc1ccc(F)cc1	1.2
CC1CCN(C(=O)c2sc3cc(Cl)ccc3c2Cl)CC1	1.0
Cc1ccc(C2=C3CCCC3N=Nc3cc(C)ccc32)cc1 (stereo not drawn)	4.3
NS(=O)(=O)c1ccc(NC(=O)CCn2c(=O)oc3ccccc32)cc1	-4.6
Cc1ccc(OC(C)C(=O)n2nc(C)c(C)c2C)cc1C (stereo not drawn)	9.3

(listing goes on)
compound	ROC1-CUL1 inh
Cc1ccc(CN2C[C@@H]3C[C@@H](c4ccc(C#CC(C)(C)O)s4)N4CCC[C@@]34C2=O)o1	-0.8
CCc1nn(-c2cc(Oc3ccccc3)nc(C)n2)c(N)c1C(N)=O	9.1
Fc1ccccc1CN1CCCC2(CCN(CCCC(F)(F)F)C2)C1 (stereo not drawn)	13.9
Cc1nnc(NC(=O)N2CC(N3CCOCC3)C2)s1	5.6
CCOC(=O)c1cnc(Nc2ccccc2OC)[nH]c1=O	1.7
O=c1oc2cc(O)ccc2c2ccccc12	-1.3
Cc1ccc2c(c1)-c1onc(C(=O)N(C)c3cccc(C(F)(F)F)c3)c1CO2	-7.8
CCCCC(CC)C(=O)NC12CC3CC(CC(C3)C1)C2 (stereo not drawn)	-0.5
Cn1c(=O)c2nc(Cl)n(CC#N)c2n(C)c1=O	4.8
O=C(Cc1ccc(F)cc1)N1CCc2onc(-c3ccc4c(c3)OCO4)c2C1	10.2
COc1ccccc1C(=O)NC1(C(F)(F)F)C(=O)N=C2C1C(=O)NC(=O)N2c1ccc(F)cc1 (stereo not drawn)	1.5
COC(=O)[C@@H]1C[C@H](C(=O)NC(C)C)[C@H](c2cccc(Cl)c2)N1C	-0.4

(further entries)
compound	ROC1-CUL1 inh
O=C(Nc1c(Cl)cc(Cl)cc1C(=O)N1CCN(CCO)CC1)c1ccc(Cl)cc1Cl	3.8
O=C1CCCC(c2cccnc2)N1 (stereo not drawn)	2.5
Cc1nc(-c2ccncc2)ncc1C(C)NC(=O)Cc1ccsc1 (stereo not drawn)	1.9
O=C(CC(C(=O)N1CCc2ccccc21)C(=O)N1CCc2ccccc21)c1ccc(Br)cc1	-10.7
Cc1cccc(NC(=O)CSc2ncn(-c3ccccc3)n2)c1	3.6
O=C(c1ccc2ccccc2c1)N1CCCC(Cn2cc(CCO)nn2)C1 (stereo not drawn)	8.9
Cc1ccc2occ(CC(=O)Nc3ccc(S(N)(=O)=O)cc3)c2c1	-3.3
COc1ccc(NS(=O)(=O)c2nnc(NC(=O)c3ccccc3F)s2)cc1	-4.5
N#CC(C(=O)c1ccc(Br)cc1)c1nc2ccccc2s1 (stereo not drawn)	1.4
Cc1cccc(N=C2NC(=O)/C(=C/c3ccc(N(C)C)cc3)S2)c1C	11.3
O=C(CCC1(Cc2ccc(Cl)cc2)CCC(=O)N1)NCC(c1ccccc1)c1ccccc1 (stereo not drawn)	-3.1
O=C1c2cccc3c([N+](=O)[O-])ccc(c23)C(=O)N1Oc1ccc([N+](=O)[O-])cc1[N+](=O)[O-]	4.5

Carrying on.
compound	ROC1-CUL1 inh
CCc1nnc(NC(=O)CCSCCC(=O)Nc2nnc(CC)s2)s1	37.1*
CC(Nc1ccc(-c2nc(-c3ccccn3)no2)cc1[N+](=O)[O-])c1ccccc1 (stereo not drawn)	5.0
O=C(NCc1ccccc1Cl)c1ccc(NC(=O)c2nsc3ccccc23)cc1	10.1
COc1cccc(/C=N/n2c(=O)[nH]c3ccccc32)c1OC	9.8
CCC(=O)N1CCc2cc(Br)cc(S(=O)(=O)N3CCCC(C(=O)Nc4cc(C)ccc4OC)C3)c21 (stereo not drawn)	2.8
COc1ccc(CNC(=O)CN(c2ccc(OC)c(OC)c2)S(=O)(=O)c2ccccc2)cc1	6.7
Cc1ccc(C(=S)c2ccc[nH]2)cc1	-1.4
CCC1CCCCN1C(=O)Cn1c(=O)n(CCCCCC(=O)NCc2ccccc2)c(=O)c2sccc21 (stereo not drawn)	1.7
CCC(C)C(=O)Nc1ccc(OC)cc1 (stereo not drawn)	-3.4

7 entries from above, reformatted.
ROC1-CUL1 inh,canonical_smiles
10.1,O=C(NCc1ccccc1Cl)c1ccc(NC(=O)c2nsc3ccccc23)cc1
9.8,COc1cccc(/C=N/n2c(=O)[nH]c3ccccc32)c1OC
2.8,CCC(=O)N1CCc2cc(Br)cc(S(=O)(=O)N3CCCC(C(=O)Nc4cc(C)ccc4OC)C3)c21 (stereo not drawn)
6.7,COc1ccc(CNC(=O)CN(c2ccc(OC)c(OC)c2)S(=O)(=O)c2ccccc2)cc1
-1.4,Cc1ccc(C(=S)c2ccc[nH]2)cc1
1.7,CCC1CCCCN1C(=O)Cn1c(=O)n(CCCCCC(=O)NCc2ccccc2)c(=O)c2sccc21 (stereo not drawn)
-3.4,CCC(C)C(=O)Nc1ccc(OC)cc1 (stereo not drawn)

Screening results deposited in PubChem by Icahn School of Medicine at Mount Sinai.

Not all compounds are listed; count on the stated rates, not on these rows.
